Screens deposited in PubChem by several laboratories.
Anthrax LF inh2: inhibitors of Bacillus anthracis lethal factor protease; AID 588501; hit rate 0.12% among 360,000; inhibition, % at 10 µM; multiplex microsphere protease cleavage assay, LF; note: plate controls were buffer without enzyme for full effect and enzyme alone for no effect
Target sequence (P15917 whole entry, looked up): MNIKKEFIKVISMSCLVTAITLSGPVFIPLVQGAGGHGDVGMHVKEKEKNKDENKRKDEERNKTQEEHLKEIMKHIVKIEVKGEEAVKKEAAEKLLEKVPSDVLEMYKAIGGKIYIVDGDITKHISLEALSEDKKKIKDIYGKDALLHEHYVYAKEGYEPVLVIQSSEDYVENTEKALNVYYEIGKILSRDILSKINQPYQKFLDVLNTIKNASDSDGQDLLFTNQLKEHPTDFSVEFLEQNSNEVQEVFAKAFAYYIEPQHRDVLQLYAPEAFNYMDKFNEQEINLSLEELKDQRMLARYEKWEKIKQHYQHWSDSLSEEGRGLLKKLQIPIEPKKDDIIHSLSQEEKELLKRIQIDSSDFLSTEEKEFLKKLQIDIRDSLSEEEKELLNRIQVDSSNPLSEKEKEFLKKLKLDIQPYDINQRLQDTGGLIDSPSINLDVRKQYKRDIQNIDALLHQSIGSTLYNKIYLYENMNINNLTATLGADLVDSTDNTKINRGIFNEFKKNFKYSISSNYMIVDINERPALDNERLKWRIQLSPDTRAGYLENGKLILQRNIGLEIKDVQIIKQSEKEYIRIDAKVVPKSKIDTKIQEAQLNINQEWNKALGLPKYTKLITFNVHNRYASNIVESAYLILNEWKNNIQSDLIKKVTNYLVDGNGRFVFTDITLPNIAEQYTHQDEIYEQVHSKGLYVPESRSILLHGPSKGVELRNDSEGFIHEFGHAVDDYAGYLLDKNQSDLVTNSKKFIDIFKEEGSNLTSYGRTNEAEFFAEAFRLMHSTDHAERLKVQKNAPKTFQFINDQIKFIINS
Y pestis TopoI: inhibitors of Yersinia pestis topoisomerase I. Y. pestis Topo-I cleavage product accumulation, plate reader. activity, % at 10 µM. hit rate 0.064% among 360,000; in the data active = activity above about 50%, passing the limit was not always enough; inconclusive = no clear call, values can overlap the other calls; note: inactives centre near 2
PfHsp40 rescue: compounds rescuing yeast from Plasmodium falciparum HSP40 toxicity | S. cerevisiae expressing PfHsp40, growth rescue, ATP luminescence | growth rescue, % at 12.5 µM | hit rate 0.68% among 340,000; in the data active = growth rescue above about 28%, passing the limit was not always enough; inconclusive = no clear call, values can overlap the other calls;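 note: yeast W303a lacking pdr1 and pdr3 grown in galactose medium; growth measured after three days at 30 °C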
CCHF vOTU inh: CCHFV vOTU protease inhibition; hit rate 0.55% among 370,000; inhibition, % at 11.5 µM; Pep-AMC fluorescence; in the data active = inhibition above about 30%; note: 0% = vehicle wells with enzyme and 100% = no enzyme wells
BoNT A protease: BoNT A light chain protease inhibition; multiplex microsphere protease substrate cleavage, flow cytometry; inhibition, % at 10 µM; hit rate 0.17% among 360,000; note: plate controls were buffer without enzyme for full effect and enzyme alone for no effect
TcdB GH inh: TcdB glycohydrolase inhibition. P18177. TcdB glycohydrolase enzymatic assay, plate reader. inhibition, % at 9.99 µM. hit rate 0.24% among 350,000. AID 652162; in the data active = inhibition above about 10%
FadD28 FP inh: blocks FadD28 binding to the bisubstrate probe | fluorescence polarization | inhibition, % at 12.5 µM | hit rate 0.22% among 360,000 | AID 588549; in the data active = inhibition above about 8.5%, passing the limit was not always enough; inconclusive = no clear call, values can overlap the other calls
BoNT-F LC inh: blocks Botulinum neurotoxin F light chain protease | hit rate 0.22% among 360,000 | Multiplex microsphere protease cleavage assay, flow cytometry | inhibition, % at 10 µM; in the data active = inhibition above about 35%, passing the limit was not always enough; inconclusive = no clear call, values can overlap the other calls; note: plate controls were buffer without enzyme for full effect and enzyme alone for no effect
PrPC TRFRET: inhibitors of human cell surface prion protein PrPC. inhibition, % at 13.8 µM. P04156. TR-FRET read-out. hit rate 0.43% among 370,000; in the data active = inhibition above about 24%; note: 0% = median of the test wells and 100% = reference compound wells
Starred values were filed as active, the others as inactive; ? = inconclusive; / = not tested or not shown; & = joins results of further samples. Cut-off read from the data, not from the text of the source, unless noted: active = inhibition above about 30%; inconclusive = no clear call, values can overlap the other calls; inactive = below that.

nr	Compound	Anthrax LF inh2	Y pestis TopoI	PfHsp40 rescue	CCHF vOTU inh	BoNT A protease	TcdB GH inh	FadD28 FP inh	BoNT-F LC inh	PrPC TRFRET
1	CC(C)C(OC(=O)c1ccco1)C(=O)NCc1ccccc1 (stereo not given)	-1.0	3.2	0.5	-4.2	0.9	/	-1.6	2.1	-1.5
2	COc1ccccc1CNC(=O)N1CCN(c2ccccc2C)CC1	4.0	4.4	0.1	6.2	-2.5	0.7	-0.6	-0.7	-2.1
3	CCn1c(SCC(=O)Nc2cccc(NC(=O)c3ccco3)c2)nnc1-c1cccs1	0.7	18.4	-1.0	2.5	0.1	/	-3.0	-5.6	3.4
4	COC(=O)[C@@]1(Cc2ccccc2)[C@H]2C(=O)N(C)C(=O)[C@H]2[C@H]2CN=C(SCc3ccc(Cl)cc3)N21	3.5	30.9	0.3	1.7	0.1	2.3	-2.9	-5.1	-6.9
5	CC(C)c1ccc(N=c2c([N+](=O)[O-])nn(-c3ccc4c(c3)OCCO4)n2O)cc1	-5.7	5.2	1.1	6.7	0.0	0.2	-2.4	-5.2	-2.5
6	Cc1ccc2nc(NC(=O)Cn3cc4c(n3)CCCCC4)sc2c1	-0.8	11.0	0.7	1.3	0.1	1.4	-10.1	-9.5	-1.8
7	Cc1ccc(NC(=O)COC(=O)Cn2c(C)csc2=O)c([N+](=O)[O-])c1	-1.2	-4.2	1.8	-2.6	6.3	1.1	0.6	8.6	-24.0
8	Clc1ccc(C2=NNC(=NCC3CCCO3)SC2)cc1 (stereo not given)	0.0	0.1	-0.6	7.8	0.0	0.9	-1.5	-7.9	-4.1
9	O=c1c2ccccc2nc(Cc2cccc([N+](=O)[O-])c2)n1-c1ccc(O)cc1	-1.2	7.4	-0.7	-11.3	-0.5	0.1	-2.6	0.2	-10.2
10	O=C(NN=C1CCCC1)c1ccccc1OCCOc1ccccc1	-1.4	-1.1	-0.8	-7.0	1.1	1.0	-4.5	3.8	10.1
11	Nc1ccc(-c2cnc[nH]2)cc1[N+](=O)[O-]	0.9	-7.6	0.7	-5.7	0.5	1.9	-1.7	2.8	-29.0
12	CCN(Cc1cnn(C)c1)C(=O)c1ccc2nc(Cc3cccc(Cl)c3)oc2c1	-0.5	24.3	-0.7	-13.6	-2.4	0.4	-0.2	-7.2	8.9
13	CSCCC(=O)N1CCC(CCC(=O)NC2CC2)CC1	-1.1	-6.7	-0.2	-10.6	0.7	0.1	1.3	0.8	-3.9
14	C[C@@H]1CN([C@H](C)CO)C(=O)CCCn2cc(nn2)CO[C@H]1CN(C)S(=O)(=O)c1cccs1	2.8	/	/	5.9	-0.2	0.2&1.0	-0.5	3.5	-5.2
15	CCC(=O)N1CCN(c2cc(C)ccc2C)CC1	-6.2	7.1	-0.9	9.0	-0.4	/	0.0	17.9	-2.4
16	COc1ccccc1CNS(=O)(=O)c1csc(C(N)=O)c1	-2.3	-0.2	-0.8	-11.1	-1.1	-1.0	-0.4	0.9	7.3
17	CCOc1ccc(/C=N/Nc2ccc(C(F)(F)F)cc2[N+](=O)[O-])cc1O	-2.5	-22.8	-1.3	-6.8	-1.1	0.1	-1.6	-6.9	-9.6
18	FC(F)(F)c1cccc(-c2nc(-c3ccncc3)no2)c1	-7.4	9.1	-0.1	4.9	0.6	0.5	/	-19.5	5.5
19	Cc1ccc(-c2cn3c(n2)SCC3)cc1	1.1	-0.9	-0.6	-3.9	-0.1	-0.2	-1.1	-1.1	-2.6
20	NC(Cc1ccc(Cl)cc1)c1csc(Nc2ccc(S(N)(=O)=O)cc2)n1 (stereo not given)	0.5	-9.0	/	8.3	-0.4	-10.4	-3.7	-10.6	12.5
21	CCOc1ccc(CCNC(=O)c2cccc(S(=O)(=O)N3CC(C)OC(C)C3)c2)cc1OCC (stereo not given)	-1.4	22.9	0.9	9.7	3.1	2.3	-3.8	6.1	2.9
22	Cc1nnc(SCC(=O)NCC(=O)Nc2ccc(F)c(F)c2F)n1Cc1ccccc1	-7.7	-0.4	0.3	-16.4	-0.3	0.9	0.2	-6.4	6.0
23	O=C(/C=C/c1ccc(Br)cc1)NCc1cccs1	-1.4	-1.1	-1.1	14.9	-0.3	0.7	-2.4	-0.6	0.8
24	COC(=O)c1cc(Sc2cccc(Cl)c2Cl)ccn1	-4.6	7.3	10.4	-0.2	-0.7	1.6	-3.2	-1.4	7.4
25	CC(=O)c1c(OC(=O)c2ccccc2)ccnc1C(F)(F)F	-2.5	4.4	?	1.4	0.1	0.6	0.3	5.9	0.8
26	Cc1ccccc1NC(=O)NCCc1c[nH]c2ccccc12	-1.8	-2.7	-0.6	-9.8	-0.9	0.1	-3.3	-1.7	6.1
27	Cc1nc2c(C)cccc2cc1C(=O)N/N=C/c1cccc([N+](=O)[O-])c1	-0.4	4.0	0.2	-16.9	-0.4	-0.3	-1.4	-11.7	5.2
28	CCOC(=O)C1CCCN(C(=O)c2cnn3c(C(F)F)cc(-c4ccc(C)cc4)nc23)C1 (stereo not given)	3.1	16.4	1.2	13.1	0.5	/	-10.1	?	0.1
29	Cc1cnc(NC(=O)Cc2ccc(C)c(C)c2)s1	3.7	6.6	-0.8	9.7	1.1	-0.4	0.3	1.5	10.5
30	COc1ccc(/C=C2\N=C3CCCN3C2=O)cc1	-2.7	14.5	-1.3	5.5	0.6	-1.9	-0.2	-0.5	2.1
31	C#Cc1ccc(NC(=O)C2(C)CCN2C(=O)c2cc(C)n(C)n2)cc1 (stereo not given)	4.4	-6.1	/	4.3	0.6	-0.5	-3.7	-1.6	-2.4
32	C/C=C(\C)CN1CCN(c2ccccc2)CC1	1.8	-4.3	0.2	-2.5	-0.5	/	-1.8	-5.1	3.3
33	Cc1cc(Nc2ccc(F)c(F)c2)nc(-c2ccccc2O)n1	-0.6	3.4	-2.0	-2.7	-0.5	1.7	-3.1	5.6	-5.2
34	O=C(/C=C/c1ccccc1)N1c2ccccc2Sc2ccc(C(F)(F)F)cc21	-0.2	-4.0	-0.8	-7.0	0.5	/	-2.0	-3.3	0.7
35	O=C(/C=C/c1ccccc1)NCc1ccc2c(c1)OCO2	2.4	4.0	1.6	4.5	-2.7	1.1	2.9	-14.2	-0.1
36	CCc1nnc(NC(=O)CSc2nc3c(c(=O)n2C)SC(C)C3)s1 (stereo not given)	5.0	5.8	-0.4	-0.4	0.5	2.6	-2.2	2.3	3.9
37	CCCN(CCC)C1CCc2ccc(O)cc2C1 (stereo not given)	-9.4	0.6	-2.1	7.0	-0.3	1.8	-2.4	-11.5	6.2
38	CC(=O)CCc1ccc(OCC(=O)Nc2cccc(S(=O)(=O)N(C)c3ccccc3)c2)cc1	-2.2	-10.5	-0.6	4.4	2.4	2.8	-0.9	15.7	-2.4
39	Cn1c(=O)c2c(nc(Sc3ncnn3CC(=O)NC3CCCCC3)n2C)n(C)c1=O	/	-14.5	1.1	5.3	/	0.3	0.4	/	2.4
40	CN(C(=O)c1ccc(COc2ccccc2Cl)o1)c1ccccc1	-1.0	-3.8	-0.8	11.5	-2.2	-0.2	-0.5	-14.4	-0.3
41	CCC1=NN2C(=N)/C(=C/c3ccc(OS(=O)(=O)c4ccccc4)c(OC)c3)C(=O)N=C2S1	-1.5	-7.9	2.1	-3.6	-0.2	0.9	-1.3	-0.3	3.1
42	Clc1ccccc1NN=Cc1ccccn1	0.3	-2.4	/	3.5	-0.3	-0.9	-0.5	1.2	4.0
43	O=C1C=C(c2cccc(Cl)c2O)C[C@@H](c2ccc(F)cc2)C1	0.0	11.3	6.5	9.6	-0.9	-0.3	-2.4	-2.6	1.6
44	C=CCn1c(O)c(C(CC)=NCCC2=CCCCC2)c(=O)[nH]c1=O	-3.8	24.4	-0.9	5.9	0.1	/	-2.7	-12.7	5.8
45	N=C(N)SCc1ccccc1Cl	-2.0	-4.0	1.0	4.9	0.3	/	3.1	1.9	7.3
46	CN1CCN(C(=O)c2cc3c(n(-c4ccccc4)c2=O)CC(C)(C)CC3=O)CC1	-4.2	-0.2	-0.5	-14.1	0.4	/	-2.2	-2.4	-0.5
47	COc1cc(OC)c2c(-c3cccc(-c4ccc(NC(C)=O)cc4)c3)cc(=O)oc2c1	-6.3	21.4	2.6	7.8	-0.4	-0.7	-4.4	1.7	14.2
48	COCCNC(=O)Cn1nc(C)c([N+](=O)[O-])c1C	6.0	3.7	-1.4	-4.8	-0.9	-0.4	-0.5	2.4	1.4
49	COc1ccc(CN2CCCCC2C)c(C)c1C (stereo not given)	3.6	6.1	-0.3	0.4	0.8	/	-4.2	5.1	-1.3
50	Cc1cc(C(=O)COC(=O)C23CC4CC(CC(O)(C4)C2)C3)c(C)n1C	-7.8	10.7	-0.1	5.3	-0.4	0.7	-1.6	-11.0	-7.0

Next structures:
nr	Compound	Anthrax LF inh2	Y pestis TopoI	PfHsp40 rescue	CCHF vOTU inh	BoNT A protease	TcdB GH inh	FadD28 FP inh	BoNT-F LC inh	PrPC TRFRET
51	O=C(NC1CC1)c1ccc(S(=O)(=O)NCC2CCCCC2)cc1	-0.5	-2.7	-1.5	-22.6	1.1	1.9	-3.9	3.1	4.6
52	O=C(CSc1nc2ccccc2c(=O)n1-c1ccccc1)NCc1ccc2c(c1)OCO2	1.7	5.6	-2.7	-14.5	0.4	/	-0.2	-3.5	-4.4
53	CCOc1ccc(CC(C(N)=O)C(N)=O)cc1	-8.1	4.8	-0.5	-0.7	-1.4	1.7	-2.4	-0.4	-0.3
54	Cc1cccc(C(=O)Nc2ccc(CC(=O)O)cc2)c1	-3.7	2.6	0.2	11.4	-0.9	/	0.2	-1.3	9.8
55	Cn1c(N)c(C(=O)COC(=O)CCC2CCCC2)c(=O)n(C)c1=O	-3.9	2.5	-0.6	26.8	-0.3	0.2	-1.8	1.5	-5.9
56	C/C(=N\NC(=O)c1nnn(-c2nonc2N)c1CN(C)C)c1ccco1	-3.0	4.7	0.4	2.1	0.0	-0.5	-2.3	0.3	-3.5
57	CN(CC(=O)Nc1ccc(F)c(F)c1F)C(=O)c1cc(S(=O)(=O)N(C)C)ccc1N1CCCC1	-0.8	4.3	0.4	-4.8	0.2	-1.4	-1.6	-3.0	-6.5
58	CNC(=O)CN1C(=O)C2C3C=CC(C3)C2C1=O (stereo not given)	-0.4	-4.6	0.6	-21.5	0.6	/	-1.0	2.2	4.4
59	COc1ccc(NC(=O)COC(=O)c2ccc(O)cc2)c([N+](=O)[O-])c1	-1.6	-1.0	0.7	0.5	-1.0	-0.7	-0.5	-4.3	-21.9
60	C=CCn1c(SCC(=O)O)nnc1-c1cccc(Cl)c1	-6.4	-6.5	0.5	1.2	-2.1	/	0.7	-4.0	3.2

Some of the entries so far, field by field.
(48) COCCNC(=O)Cn1nc(C)c([N+](=O)[O-])c1C
  Anthrax LF inh2: 6.0 | Y pestis TopoI: 3.7 | PfHsp40 rescue: -1.4 | CCHF vOTU inh: -4.8 | BoNT A protease: -0.9 | TcdB GH inh: -0.4 | FadD28 FP inh: -0.5 | BoNT-F LC inh: 2.4 | PrPC TRFRET: 1.4
(49) COc1ccc(CN2CCCCC2C)c(C)c1C (stereo not given)
  Anthrax LF inh2: 3.6 | Y pestis TopoI: 6.1 | PfHsp40 rescue: -0.3 | CCHF vOTU inh: 0.4 | BoNT A protease: 0.8 | TcdB GH inh: / | FadD28 FP inh: -4.2 | BoNT-F LC inh: 5.1 | PrPC TRFRET: -1.3

Going on with the list.
nr	Compound	Anthrax LF inh2	Y pestis TopoI	PfHsp40 rescue	CCHF vOTU inh	BoNT A protease	TcdB GH inh	FadD28 FP inh	BoNT-F LC inh	PrPC TRFRET
61	COc1cccc(NC(=O)COC(=O)C2CC(=O)N(c3ccc(C)cc3)C2)c1 (stereo not given)	2.8	11.3	2.0	5.1	-0.5	5.2	0.1	4.0	-3.3
62	N#Cc1cccc(C#N)c1N1CCC(C#N)CC1	-4.8	5.0	-0.1	-11.5	-0.7	0.8	0.3	-3.1	0.9
63	CC1(CO)CCCC1NCCNC1CCCC1(C)CO (stereo not given)	-2.8	/	/	/	0.1	/	-3.1	4.7	/
64	Cc1c(Cl)cccc1NC(=O)CNC(=O)c1cn(-c2ccccc2)nc1-c1cccnc1	13.2	-3.1	-0.5	8.9	1.3	0.0	0.0	-0.2	0.8
65	CCCC(c1nnnn1C(C)(C)CC)N1CCN(C2CCCC2)CC1 (stereo not given)	0.5	-3.7	0.8	1.4	1.3	/	-1.1	-4.7	-8.1
66	CNc1ncnc(Sc2ccc(Cl)cc2)c1[N+](=O)[O-]	-18.1	3.9	/	-1.1	-8.3	0.9	-0.6	-51.1	8.2
